hiPSC survival – increases survival of single human iPS cells | 0.044% of 360,000 active | hiPSC single-cell survival, ATPlite luminescence; 100% = ROCK inhibitor wells, 0% = DMSO | AID 602274 | survival enhancement, % at 20 µM; in the data active = survival enhancement above about 18%;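 also: cells exposed to compounds for 16 hours before the ATP read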
TRPM1 prom inh – inhibitors of MITF-driven TRPM1 promoter in melanoma cells; 0.83% of 330,000 active; SK-MEL-5 TRPM1 promoter luciferase, 24 h; inhibition, % at 12.5 µM;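 active = mean inhibition across replicates of 60% or more, whatever share of single replicates reaches that level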; also: values of inactives mirror those of a sister screen read the other way
KKLEB cytotox – reduces viability of KKLEB cystic fibrosis airway cells; KKLEB CF airway cells viability, ATPlite luminescence, overnight; hits give low values; cells stimulated with P. aeruginosa culture filtrate; activity change (cytotoxicity), % at 5 µM; 0.36% of 360,000 active; AID 602141;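 active = corrected activity change at or below -50% at 5 µM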
HIF-2a block – inhibitors of HIF-2a; 786-0 RCC cells HIF-2a reporter, luciferase luminescence, overnight; inhibition, % at 18.8 µM; 0.72% of 360,000 active; AID 624352;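 active = inhibition of the luminescence signal of 40% or more relative to plate controls, in a single-dose primary screen at 18.75 µM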
EBV LMP1 NFkB – inhibitors of Epstein-Barr LMP1-induced NF-kappaB reporter; LMP1-induced NF-kappaB luciferase reporter cells, luminescence; inhibition, % at 12.5 µM; 0.69% of 350,000 active; AID 504558; in the data active = inhibition above about 41%;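 also: 0% = neutral control wells and 100% = reference inhibitor control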
CF NFkB inh – inhibitors of cystic fibrosis induced NF-kB. KKLEB NF-kB-GFP reporter, PAF-induced, GFP fluorescence overnight. inhibition, % at 5 µM. 0.86% of 360,000 active. AID 588850;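 active = at least 50% inhibition at 5 µM, scaled per plate between neutral and stimulator controls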;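 also: PAF is a Pseudomonas aeruginosa culture filtrate used as stimulus; plate controls were PAF-stimulated DMSO wells for no effect and unstimulated DMSO wells for full effect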
NR2E3 ag-1 – activates human photoreceptor nuclear receptor NR2E3; 0.12% of 320,000 active; inhibition of corepressor binding, % at 4.78 µM; GST-NR2E3/biotin-RetCOR TR-FRET, 1536-well; AID 2300;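 active = percent inhibition above the cutoff of mean plus 3 SD of all tested compounds, set per screening campaign, cut at about 20% in these data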;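 also: 0% = DMSO wells and 100% = biotin wells as full block of FRET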
Target sequence (Q9Y5X4 whole entry, looked up): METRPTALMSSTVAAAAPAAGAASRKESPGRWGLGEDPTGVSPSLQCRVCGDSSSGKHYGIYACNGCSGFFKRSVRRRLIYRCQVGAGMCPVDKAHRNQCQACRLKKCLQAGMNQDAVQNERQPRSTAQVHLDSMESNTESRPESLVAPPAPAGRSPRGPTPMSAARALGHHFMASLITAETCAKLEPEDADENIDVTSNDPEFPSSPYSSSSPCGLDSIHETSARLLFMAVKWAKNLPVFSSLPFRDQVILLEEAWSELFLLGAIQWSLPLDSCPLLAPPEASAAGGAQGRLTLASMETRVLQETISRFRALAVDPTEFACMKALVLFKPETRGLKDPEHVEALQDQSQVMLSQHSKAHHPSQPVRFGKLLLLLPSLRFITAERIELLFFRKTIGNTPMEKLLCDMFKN
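Material: NR2E3–RetCOR corepressor complex / Amount: 1.35 nM GST-NR2E3 / Medium: Tris pH 7.5 / Compound: single nominal compound dose of 4.8 µM / Incubation: 5 h at 4 °C / Technique: TR-FRET, Eu(K)-anti-GST donor, streptavidin-D2 acceptor, ex 340, em 617/671 nm / Read-out basis: percent loss of FRET ratio relative to control wells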
NR2E3 ag-2 – human photoreceptor-specific nuclear receptor agonism; CHO-S Gal4-NCOR/VP16-NR2E3 two-hybrid, luciferase; AID 602229; 0.35% of 360,000 active; inhibition of corepressor binding, % at 3.98 µM;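 active = inhibition above the mean of all tested compounds plus 3 SD, cut at about 70% in these data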;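 also: 0% = DMSO with NR2E3 transfected cells and 100% = cells lacking NR2E3 construct; higher means lower luciferase signal from less NR2E3 corepressor binding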
Shn3 inh set2 – inhibitors of Schnurri-3 3'UTR reporter in osteoblasts; inhibition, % at 12.5 µM; Clone20 osteoblast Shn3 3'UTR firefly luciferase, 24 h; 0.52% of 360,000 active;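 active = mean inhibition of at least 75% with every replicate also reaching 75%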;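 also: 0% = median of neutral control wells and 100% = pilot-screen positive control compound; some compounds past the cut are filed as inactive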
C8 TRAIL sens – caspase-8 TRAIL sensitization. inhibition (viability loss, TRAIL sensitization), % at 10 µM. 1% of 360,000 active. AID 624354. NB7+C8 cells + TRAIL, ATPlite viability luminescence;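 active = compounds causing at least 50% loss of cell viability in the single-dose screen, relative to plate controls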
Peg3 prom inh – reduces Peg3 promoter-driven luciferase expression in HeLa; 1.7% of 360,000 active; HeLa PEG-Prom luciferase reporter, luminescence, overnight; inhibition, % at 20 µM;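 active = inhibition of at least 50% at 20 µM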
Numbers without * were called inactive; x = no result given. These rows are one share of the data (hit frequency here may not be typical).

SMILES	hiPSC survival	TRPM1 prom inh	KKLEB cytotox	HIF-2a block	EBV LMP1 NFkB	CF NFkB inh	NR2E3 ag-1	NR2E3 ag-2	Shn3 inh set2	C8 TRAIL sens	Peg3 prom inh
C=CCn1c(SCC(=O)c2c(N)n(CCC)c(=O)n(C)c2=O)nc2sc(CC)cc2c1=O	2.1	35	-2	9	13	4	3	-27	71	11	32
COC(=O)c1c(NC(=O)CC2SC(N)=NC2=O)sc2c1CCCC2 (stereo not given)	-0.6	-9	11	-10	-15	-2	3	-8	21	12	18
Cc1nc(/C(N)=N/OC(=O)c2ccc(Cl)cc2)c(C(F)(F)F)o1	0.1	-26	20	-4	1	-15	3	-20	-16	7	-15
O=c1nc(N/N=C/c2ccco2)cn[nH]1	0.9	11	6	-8	-1	-6	-6	-33	-9	-8	18
COc1ccc(N2C(=O)CC(N3CCN(S(=O)(=O)c4c(C)cc(C)cc4C)CC3)C2=O)cc1 (stereo not given)	0.6	5	11	3	-8	3	5	-21	1	-3	4
Cc1ccc(N(CC(=O)NCc2ccccc2)C(=O)CCC(=O)Nc2ccccn2)cc1C	0.1	6	-5	8	-7	-13	4	-1	9	-10	15
Cc1nnc(NC(=O)c2nc(S(=O)(=O)Cc3ccccc3C)ncc2Cl)s1	-0.1	80*	-92*	91*	81*	99*	3	28	96*	97*	106*
CCn1c(-c2nn(C)cc2Cl)n[nH]c1=S	2.1	-4	3	7	5	6	1	9	11	0	-15
COC(=O)Cn1c(CCS(=O)(=O)c2ccc(C)c(C)c2)nc2ccccc21	-0.1	-14	-8	2	7	-6	3	-6	2	-23	6
CCCCN(Cc1ccccc1)C(=O)CCN1C(=O)C2C3C=CC(C3)C2C1=O (stereo not given)	0.0	13	-10	15	0	-2	-1	-7	-4	-4	18
O=C(O)CCCn1cc(NC(=O)COc2cc(F)ccc2[N+](=O)[O-])cn1	-0.6	0	13	-2	-2	-5	2	-3	-14	1	4
CCOc1ccc(CNC(=O)c2ccc3nc(N4CCOCC4)sc3c2)cc1	3.2	x	4	-16	-2	-35	1	-19	-12	13	-14
O=C(CSc1nnc(-c2ccco2)o1)c1ccc([N+](=O)[O-])cc1	-0.1	x	0	-9	x	-5	4	-17	-15	-12	-7
COC(=O)Cn1c(CN2CCN(C(=O)c3ccco3)CC2)nc2c1c(=O)n(C)c(=O)n2C	0.2	13	4	16	2	0	7	-6	7	10	-1
CC(=O)Nc1ccc(S(=O)(=O)NNC(=O)c2sc(=S)n(C)c2C)cc1	-0.6	7	10	9	0	4	1	7	-22	-2	4
CC(C(=O)NC1C=CS(=O)(=O)C1)N1C(=O)/C(=C/c2cccc(Cl)c2)SC1=S (stereo not given)	0.6	17	-13	13	-6	20	0	-30	15	6	13
CN(C)c1nnnn1Cc1ccc(Cl)cc1Cl	1.2	12	7	5	-2	-17	-1	27	-12	5	-19
Cc1cc(C)nc(SCC(=O)Nc2ccc(S(=O)(=O)Nc3onc(C)c3C)cc2)n1	-2.0	-9	14	6	1	-6	3	18	-11	17	6
Cn1c(O)c(/C=C2\C=NN=C2c2ccccc2)sc1=S	0.7	-4	22	1	-19	24	-5	5	19	4	15
COc1ccc(NC(=S)NCc2cccn2C)cc1	-0.5	-12	-7	-13	9	4	-2	4	19	3	-9
COC(=O)[C@]1(C)N[C@H](c2ccc(SC3CCCCC3)cc2)[C@@H]2C(=O)N(C)C(=O)[C@@H]21	1.5	-8	3	-2	-14	10	1	1	6	8	6
CCc1ccc(NC(=O)C2CC(=O)N=C(N)S2)cc1 (stereo not given)	4.5	-9	6	-9	-5	-20	-3	-15	0	-3	1
COc1cccc(NC(=O)[C@H](C)NC(=O)N2CCn3c2nc2ccccc23)c1	0.1	5	10	3	-3	-4	-2	-22	1	-7	26
CCOC(=O)c1ccc(NC(=O)NCc2ccccc2)cc1	1.8	2	-3	-30	-16	-7	0	-14	-36	1	-26
N#CC1=C(N)C(C#N)(C#N)[C@H](c2ccncc2)[C@H]2CC3(CC=C12)OCCO3	2.1	4	21	15	-5	-8	0	3	-9	-5	8
O=C1c2ccccc2C(Nc2ccc(Cl)cn2)N1c1ccccn1 (stereo not given)	3.0	x	3	0	-4	-8	2	34	76	24	12
O=C(Cc1ccc(Cl)cc1)c1c[nH]c(C(=O)NCc2cccnc2)c1	-1.5	9	-44	21	-8	31	0	11	0	4	102*
COc1cccc(CNC(=O)c2ccncc2)c1	0.0	5	-10	16	5	8	-2	-11	4	2	11
COc1ccc(N2CCN(Cc3nc4c(c(=O)n(C)c(=O)n4C)n3Cc3ccccc3C)CC2)cc1	4.7	-9	10	18	26	-13	x	-25	-8	6	9
COc1cccc(C(=O)O/N=C(\N)c2ccc(C)cc2)c1	0.2	-53	1	-251	-30	-11	2	-143	-76	39	-253

A different layout for 2 compounds above:
SMILES | hiPSC survival | TRPM1 prom inh | KKLEB cytotox | HIF-2a block | EBV LMP1 NFkB | CF NFkB inh | NR2E3 ag-1 | NR2E3 ag-2 | Shn3 inh set2 | C8 TRAIL sens | Peg3 prom inh
O=C1c2ccccc2C(Nc2ccc(Cl)cn2)N1c1ccccn1 (stereo not given) | 3.0 | x | 3 | 0 | -4 | -8 | 2 | 34 | 76 | 24 | 12
O=C(Cc1ccc(Cl)cc1)c1c[nH]c(C(=O)NCc2cccnc2)c1 | -1.5 | 9 | -44 | 21 | -8 | 31 | 0 | 11 | 0 | 4 | 102*

Other structures:
SMILES	hiPSC survival	TRPM1 prom inh	KKLEB cytotox	HIF-2a block	EBV LMP1 NFkB	CF NFkB inh	NR2E3 ag-1	NR2E3 ag-2	Shn3 inh set2	C8 TRAIL sens	Peg3 prom inh
COc1ccc(CN2CCCCC2C)cc1C (stereo not given)	-2.9	-3	7	26	-10	-6	2	-42	-2	-1	2
O=C(CSc1nc2ncc(Cl)cc2[nH]1)Nc1ccccc1-c1ccccc1	0.2	1	0	29	3	46	0	-10	-2	0	21
Cn1cccc1/C=C1\SC(=S)N(NC(=O)c2ccccc2O)C1=O	-0.8	-4	-5	5	-1	7	-1	7	0	-15	0
O=C(NC1CC1)C1=C[C@H](c2c[nH]c3ccccc23)C[C@H](OCCCCO)O1	-0.7	6	3	7	-5	-9	-1	-27	-3	-1	3
O=C(COC(=O)c1cc([N+](=O)[O-])ccc1NCc1ccccc1)NCc1ccccc1Cl	-0.4	-3	-7	7	1	-8	0	5	9	-7	7
CCN1C(=O)CC(c2ccccc2)CC1=O	6.4	-6	-4	3	-3	0	-2	-6	3	1	-11
CC(=O)N1CCN(C(=O)c2c(-c3ccccc3)noc2C)CC1	1.9	-5	-1	-5	-1	14	4	-8	5	-22	-19
Cc1ccc(Cn2nc(C)c(NC(=O)CSc3nc4c(c(C(F)(F)F)n3)CCc3ccccc3-4)c2C)cc1	-0.9	-11	6	13	3	13	-1	-4	0	6	50*
Cc1ccc(S(=O)(=O)NN(Cc2ccccc2)Cc2ccccc2)cc1	1.9	x	-19	8	0	1	x	0	0	-26	0
CN(C)CCCNC(NC(=O)c1cccs1)C(Cl)(Cl)Cl (stereo not given)	1.6	-5	1	10	6	1	1	4	0	1	8
O=C(NCCS(=O)(=O)NCc1ccco1)c1ccccc1	2.1	-3	-6	3	-3	15	2	-12	-6	-14	1
Cc1ccccc1-c1nnn(CC(=O)Nc2cccc(S(N)(=O)=O)c2)n1	-0.4	2	0	10	-3	5	-1	11	2	-13	12
C[C@@H](NC(=O)[C@@H]1Cc2ccccc2CN1)C(=O)NCC1CCCO1 (stereo not given in full)	-0.3	4	10	10	0	-18	2	15	-1	-14	-16
Cc1nn(C(C)C(=O)NCCCc2ccccc2)c(=O)c2cc3occc3n12 (stereo not given)	-1.6	9	6	18	9	-4	3	-3	-20	7	14
CC(C)(C)C(=O)Nc1ccccc1C(=O)OCC(=O)c1ccc2c(c1)OCCO2	-0.6	-3	-24	-37	-7	31	-1	-7	-1	2	-38
CCN(CC)c1ccc(N2C(=O)/C(=C/c3cccs3)SC2=S)cc1	-1.0	21	7	-18	1	6	-1	-4	-3	-9	-30
CCc1ccc2c(c1)C1(C(=O)N2)N2CCCC2C(C(=O)c2ccc3ccccc3c2)C12C(=O)Nc1ccccc12 (stereo not given)	-2.0	4	-24	-145	-4	2	-1	-83	-3	26	104*
O=C1c2ccccc2OC2(C=Cc3ccccc3O2)N1Cc1ccccc1 (stereo not given)	0.0	14	-7	7	-6	21	1	-29	13	5	20
Cc1ccc(S(=O)(=O)N[C@H](C(=O)NCC2CCC(C(=O)O)CC2)C(C)C)cc1 (stereo not given in full)	-0.3	-8	4	16	-1	-16	x	7	-1	-1	3
CC1=C(C(=O)N2CCCC(N3CCN(c4ccccc4C)CC3)C2)OCCO1 (stereo not given)	0.5	19	0	18	16	5	1	10	10	-4	-2
CCOC(=O)c1c(C)n(C)c2ccc(OC(=O)c3ccc(N4C(=O)CCC4=O)cc3)cc12	1.4	0	-2	18	9	-4	6	-24	-21	-11	-12
Cn1cnnc1SCC(=O)n1c2ccccc2c2ccccc21	-0.3	-3	3	-1	46*	-1	0	12	-7	-11	-14
CC1(CCc2ccccc2)NC(=O)N(CC(=O)N2CC(=O)Nc3ccccc32)C1=O (stereo not given)	-0.6	-2	-6	1	-4	13	-1	-14	x	4	16
Cc1ccc(-n2[nH]c(C)c(C=Nc3ccc(C)cn3)c2=O)cc1	0.4	12	-7	-10	6	13	2	-30	-41	35	-4
CN1CCN(c2ccc(NC(=O)c3ccc(Oc4ccccc4)cc3)cc2)CC1	0.3	-29	-7	-40	-1	5	-3	-62	-39	9	-1
Cc1c(CC(C)C)nc(N)c(C#N)c1-c1ccccc1	-2.6	4	-1	8	9	9	2	-63	-3	19	8
O=C(COc1ncnc2ccccc12)c1ccc2c(c1)OCCO2	-1.1	-53	-6	-134	-11	19	0	-201	-18	21	-234
CCn1c(SCC(=O)c2cc(C)n(CC3CCCO3)c2C)nc2ccccc21 (stereo not given)	5.5	-10	2	-69	-4	-4	-2	-8	-40	4	-138
NC(=O)CSc1nnc(COc2ccc3ccccc3c2)o1	-0.4	2	-21	2	5	4	x	9	4	11	3
Cc1noc(C)c1COc1ccccc1C(=O)N1CCN(S(=O)(=O)c2ccccc2C#N)CC1	-2.0	x	10	0	6	-8	x	-1	-5	-7	-20
c1csc(C2Nc3cccc4cccc(c34)N2)c1	-1.7	25	10	4	-4	0	2	-24	10	-6	0
CCc1nn(CCCC(=O)N2CCC(C)CC2)c(=O)c2cc3occc3n12	0.0	3	-9	3	2	-3	0	0	-3	-8	6
O=S(=O)(Nc1ccc(NS(=O)(=O)c2ccccc2)c2ccccc12)c1ccccc1	1.0	x	5	9	-4	-11	x	9	14	-8	5
CN(Cc1nc2ccccc2n1C)S(C)(=O)=O	-0.9	-9	1	9	-1	-9	3	-43	-8	-7	11
O=C(c1ccc(Cl)cc1)C1CCN(C(=O)NC2CCCCC2)CC1	4.3	5	-5	5	12	1	-2	32	16	8	25
CC(C)(C)NC(=O)COC(=O)c1ccc(S(=O)(=O)N2CCCCCC2)cc1	0.7	1	-14	0	-6	6	2	0	0	2	14
CN(C)C(=S)NC(=O)C(c1ccccc1)c1ccccc1	0.2	5	-4	13	-4	0	2	-34	-2	-3	1
COc1ccc([N+](=O)[O-])cc1NC(=O)c1cccnc1	-0.6	2	4	-2	-9	-18	-3	2	-13	-17	1
